HepG2 tox – qHTS for Inhibitors of TGF-b: Cytotox Counterscreen; hit rate 0.76% among 410,000; Potency, µM (top dose mostly 46.1 µM), for inactives: top-dose activity change, negative = cytotoxicity, most hits filed as cytotoxic; AID 588856, 2011; HepG2 CAGA-GFP viability, ATP luminescence, 18 h; further: potency means the concentration at half of the fitted maximal effect; some results filed as inactive show a strong effect at the top dose
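HepG2 CAGA-GFP cells (1000/well, DMEM with 1% FBS) received compound, then TGF-beta at 500 pg/mL final, and were incubated 18 hours at 37 degrees C. Viability was read by CellTiter-Glo luminescence. Media-only wells were set as complete cell-killing and DMSO as no toxicity.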
ATXN2 expr inh – Primary qHTS for Inhibitors of ATXN expression; AID 1745845, 2022; HEK-293 ATXN2-luciferase reporter, luminescence, 24 h; Potency, µM (titrated, usually from 57 µM), for inactives: at the highest dose activity change, negative = inhibition, usual class: inhibitors; hit rate 0.72% among 360,000; further: potency means the concentration at half of the fitted maximal effect; on the % scale 0 is the no-effect control and ±100 the full control effect; nearly all actives have a fitted effect of over 55% in size
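qHTS (up to 57 uM final) was run with 24 h compound exposure of reporter cells at 37 °C. Each well was multiplexed: SteadyGlo luminescence measured ATXN2-luciferase expression after a fluorogenic Gly-Phe-AFC viability readout (25 uM final).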
S2 tox – Viability Counterscreen for Primary qHTS for Inhibitors of ATXN expression | S2 cells (HEK-293 line with an ATXN2-luciferase reporter) viability, CellTiter-Fluor protease fluorescence, 24 h | Potency, µM (doses to about 56.7 µM), actives largely listed as cytotoxic | hit rate 0.49% among 400,000; further: potency means the concentration at half of the fitted maximal effect; nearly all actives have a fitted effect of over 40% in size
IL1B secr inh – qHTS for Inhibitors of Inflammasome Signaling: IL-1-beta AlphaLISA Primary Screen. activity change, % at 57.5 µM. THP-1 LPS/ATP IL-1B secretion, AlphaLISA, 16 h; stronger effect = lower value. hit rate 4.7% among 360,000. AID 743279, 2014; in the data active means activity change below about -50%; inconclusive means mostly about -30% to -49%; further: on the % scale 0 is the no-effect control and ±100 the full control effect
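THP-1 cells pretreated 1 hr with compounds (up to 57.5 uM final), then stimulated with LPS (250 ng/mL final) plus ATP (1.25 mM final); secreted IL-1B measured by AlphaLISA after 16 hr, decreased signal indicating inhibition.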
MCF10A rerep – A quantitative high throughput screen for small molecules that induce DNA re-replication in MCF 10a normal breast cells. MCF 10A DNA re-replication, Hoechst nuclear intensity, 48 h. Potency, µM (series often up to 46.1 µM), inactives show at the top dose activity, positive = re-replication, usual class: activators. hit rate 2.9% among 350,000. AID 624296, 2012; further: potency means the concentration at half of the fitted maximal effect; % of control where 0% means no effect; nearly all actives have a fitted effect of over 50% in size
Nrf2 activator – qHTS of Nrf2 Activators; AREc32 ARE-luciferase reporter (MCF7-derived line), luminescence, 24 h; Potency, µM (highest dose often 46.1 µM), for the others: top-dose activation, actives largely listed as activators; hit rate 0.31% among 410,000; AID 624171, 2012; further: potency means the concentration at half of the fitted maximal effect; % of control where 0% means no effect; nearly all actives have a fitted effect of over 65% in size
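Quantitative high-throughput format: AREc32 reporter cells, 1000 per well, received compound by pin transfer and were incubated 24 hr at 37 deg C, 5% CO2, before Steady-Glo luminescence detection.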
A549 tox – Nrf2 qHTS screen for inhibitors: counterscreen for cytotoxicity. Potency, µM (highest dose often 46 µM), without a hit: at the highest dose activity change, negative = cytotoxicity, actives largely listed as inhibitors. AID 504648, 2011. A549 ARE-Fluc cells, CellTiter-Fluor viability, 18-24 h. hit rate 0.16% among 390,000; further: potency means the concentration at half of the fitted maximal effect; on the % scale 0 is the no-effect control and ±100 the full control effect
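A549 ARE_Fluc cells in 5% FBS OPTI-MEM were exposed to compounds in concentration-response for 18-24 h at 37 deg C. Viability was read by CellTiter-Fluor fluorescence (Ex 405/Em 525) after 30 min, before the luciferase read.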
Nrf2 inh – Nrf2 qHTS screen for inhibitors; AID 504444, 2011; A549 ARE-Fluc reporter, luciferase luminescence, 18-24 h; hit rate 2.1% among 360,000; Potency, µM (doses to about 46 µM), without a hit: at the top dose activity change, negative = inhibition, usual class: inhibitors; further: potency means the concentration at half of the fitted maximal effect; on the % scale 0 is the no-effect control and ±100 the full control effect; nearly all actives have a fitted effect of over 60% in size
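A549 ARE_Fluc cells, 5000/well, 5% FBS OPTI-MEM; compounds in dose-response, 18-24 h at 37 °C/5% CO2; CellTiter-Fluor viability read (Ex 405/Em 525), then BugLite luciferase luminescence = Nrf2 activity.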
TGFb SMAD3 inh – qHTS for Inhibitors of TGF-b. HepG2 CAGA-GFP TGF-b/SMAD3 reporter, GFP fluorescence, 18 h; TGF-beta stimulated, 500 pg/mL final. hit rate 1.2% among 410,000. Potency, µM (top dose mostly 46.1 µM), for the others: at the top dose activity, negative = inhibition, usual class: inhibitors; further: potency means the concentration at half of the fitted maximal effect; on the % scale 0 is the no-effect control and ±100 the full control effect; nearly all actives have a fitted effect of over 65% in size
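Using HEPG2 CAGA-GFP reporter cells at 1000 cells/well, we pinned test compounds, stimulated with recombinant TGF-beta (500 pg/mL final) and measured total well GFP after 18 h.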
* hit, by the source's call; i = inactive; ? = inconclusive; · = no result given; [ ] = dose if it differs, or a comment. Unless noted, the call rests on the fitted dose curve; in most records, active means well fitted curve in the direction sought with a large enough effect; inconclusive means small, poorly fitted or top-dose-only effect, or another doubt; inactive means no such curve, though single readings can be large; an effect the other way counts as inactive or inconclusive. Hits appear at their usual frequency. About 8.8% of those tested had a hit in this group.

Values run as follows: Nrf2 activator	HepG2 tox	IL1B secr inh	TGFb SMAD3 inh	ATXN2 expr inh	Nrf2 inh	MCF10A rerep	A549 tox	S2 tox
- Cc1cc(C)cc(NC(=O)NCc2noc3ccccc23)c1
→ 0.4%	-44.8%	·	-0.5%	6.3%	-10.6%	·	-0.8%	i
- CCN(CC)S(=O)(=O)c1ccc(N2CCN(C)CC2)c(NC(=O)c2cc(=O)c3ccccc3o2)c1
→ 0.1%	-9.1%	37.7	2.2%	-0.8%	-0.2%	-23.5%	1.3%	i
- CCN(CC)C(=O)c1sc2c(c1C)c(=O)n(-c1ccc(Cl)c(Cl)c1)c(=O)n2CC(=O)Nc1cccc(OC)c1
→ -0.9%	-0.9%	·	-19.0%	5.4%	·	·	-9.0%	i
- O=C(NCC1CCN(c2ccc(S(=O)(=O)N3CCOCC3)cc2)CC1)c1ccc(Cl)cc1
→ 5.6%	-28.2%	-75.0*	-25.9%	-18.2%	?	6.3%	-9.2%	i
- CC(=O)c1ccccc1NC(=O)c1ccc(N2CCCC2=O)cc1
→ 3.2%	11.1%	?	3.6%	0.0%	11.0%	2.7%	6.9%	i
- COc1ccc(N2CCN(C(=O)c3ccc4c(=O)n5c(nc4c3)CCCCC5)CC2)cc1
→ 0.6%	-8.0%	-15.4	0.8%	0.3%	-26.4%	9.4%	-5.4%	i
- Cc1cccc(C(=O)NC2CC3CCC(C2)N3C)c1 (stereo unspecified)
→ 0.1%	12.8%	2.7	6.5%	-1.9%	-10.4%	1.0%	0.9%	i
- O=C(CS(=O)(=O)c1cccc2nsnc12)NCc1ccccc1
→ 0.1%	6.4%	·	-3.7%	6.3%	·	·	6.6%	i
- Cc1ccc(CNC(=O)C(CC(C)C)NS(=O)(=O)c2ccc3c(c2)oc(=O)n3C)cc1 (stereo unspecified)
→ 0.5%	2.0%	·	-2.9%	1.5%	8.6%	·	-2.1%	i
- O=C(NNC(=O)c1oc2ccccc2c1-n1cccc1)c1ccco1
→ 17.1%	-2.1%	-22.6	-1.8%	-9.9%	-6.7%	2.6%	0.2%	?
- CCc1nnc(NC(=O)C2CSC3(C)CCC(=O)N23)s1 (stereo unspecified)
→ -0.2%	2.7%	11.1	6.0%	3.0%	15.8%	?	1.5%	i
- CCC(C)NC(=O)c1ccccc1NC(=O)C1COc2ccccc2O1 (stereo unspecified)
→ -0.9%	-7.8%	8.3	11.7%	·	?	0.8%	-6.0%	i
- CC(=O)Nc1ccc(OCc2nnc(-c3ccc(Cl)cc3)o2)cc1
→ 2.8%	-17.4%	101.8	-27.1%	13.7%	?	-1.3%	0.5%	i
- Cn1nnc2cc(C(=O)N3CCCCCC3)ccc21
→ -0.3%	-3.5%	27.2	-9.3%	2.8%	2.3%	8.2%	-8.6%	?
- Cc1onc(-c2ccccc2Cl)c1C(=O)NC(=S)NCCc1ccccc1
→ 0.3%	-9.4%	-7.7	-46.0%	-6.7%	?	26.3%	9.6%	i
- N#Cc1ccccc1NC(=O)C(=O)NCC(c1cccnc1)N1CCc2ccccc21 (stereo unspecified)
→ 4.7%	-8.7%	·	?	·	18.5%	·	0.8%	·
- COc1cccc(CNC(=O)C2(C)Oc3ccccc3NC2=O)c1 (stereo unspecified)
→ -0.8%	-10.4%	25.9	3.3%	-11.3%	9.9%	-22.2%	5.7%	i
- Cc1ccc2nc(C)cc(C(=O)N3CCCC(N4CCN(c5ccccc5C)CC4)C3)c2c1 (stereo unspecified)
→ -0.3%	15.7%	-2.6	-3.3%	3.2%	6.7%	4.4%	1.1%	i
- COc1cc(OC)cc(C(=O)NNC(=O)NC2CCCCC2)c1
→ 0.0%	9.6%	-4.6	1.6%	-30.1%	-8.2%	16.3%	-1.4%	i
- CN1CCN(c2ccc(S(=O)(=O)N3CCOCC3)cc2NC(=O)CCc2ccccc2)CC1
→ 0.2%	-31.0%	-25.0	-16.7%	·	-1.9%	1.6%	18.1%	i
- C/C(=N\Nc1cc(-c2ccccc2)nc(-c2ccc(Br)cc2)n1)c1cccc(N)c1
→ 4.5%	-33.1%	-5.6	?	6.1%	4.1%	?	-21.8%	i
- CC(C)(CNC(=O)CCC1CCCC1)CNC(=O)CCC1CCCC1
→ 0.0%	0.7%	-22.7	-8.6%	11.9%	-5.3%	-54.1%	-2.0%	i
- O=C(N/N=C/c1cccnc1)c1ccccc1Cl
→ 2.7%	6.4%	32.3	11.2%	·	-13.5%	0.1%	-3.5%	i
- O=C(c1ccccc1Br)N1CCC(c2nc3ccccc3s2)CC1
→ -0.4%	-47.1%	-16.7	?	·	-13.9%	20.9%	9.8%	i
- Cc1ccc(S(=O)(=O)C2CCCCC2=O)cc1 (stereo unspecified)
→ -0.6%	-1.8%	0.0	-3.3%	·	4.5%	10.5%	-0.1%	i
- O=C(c1cc2nc(-c3cccs3)cc(C(F)(F)F)n2n1)N1CCCc2ccccc21
→ 0.4%	2.9%	9.9	-8.5%	-19.0%	18.4µM*	14.5%	-17.2%	i
- O=C(c1ccccc1)N1CCC(c2nc(-c3ccc(S(=O)(=O)N4CCOCC4)cc3)no2)CC1
→ 3.0%	-35.3%	-15.3	-25.1%	-19.6%	?	2.3%	-8.5%	?
- CCc1ccc(S(=O)(=O)c2c(C(=O)c3ccccc3)cnc3ccc(CC)cc23)cc1
→ ?	-21.7%	·	?	?	-26.4%	·	-2.1%	i
- CSc1nc2ccc(S(=O)(=O)N3CCc4ccccc43)cc2s1
→ -0.3%	-14.9%	-14.7	-1.3%	?	·	?	-12.3%	i
- O=C(Cc1ccccc1[N+](=O)[O-])N1CCN(S(=O)(=O)c2ccccc2)CC1
→ 2.6%	-12.6%	8.0	10.3%	0.3%	1.8%	0.3%	0.2%	i
- O=C(O)c1cccc(-n2nc(-c3ccc(Cl)c([N+](=O)[O-])c3)c3ccccc3c2=O)c1
→ 3.3%	1.5%	-69.0*	9.8%	-4.2%	0.6%	0.6%	-0.7%	i
- COc1ccc(C2C(C(C)=O)=C(O)C(=O)N2c2cccnc2)c(OC)c1 (stereo unspecified)
→ 1.3%	1.2%	-14.5	0.0%	-2.9%	?	1.9%	?	i
- COc1ccc(NC(=O)c2cccc(S(=O)(=O)N(C)c3ccccc3)c2)cn1
→ 2.9%	-24.7%	9.8	-1.9%	-2.0%	?	16.0%	-4.1%	i
- CN(CC(=O)Nc1ccc(F)c(F)c1F)C(=O)C1CCN(C(=O)Nc2ccccc2)CC1
→ -0.2%	-1.6%	6.5	-5.2%	6.8%	15.1%	4.7%	-2.2%	i
- O=C(O)c1ccc(CNC(=O)C2CCCN2C(=O)OCc2ccccc2)cc1 (stereo unspecified)
→ -0.3%	-5.3%	-5.0	2.5%	7.9%	-2.2%	-1.4%	4.7%	i
- c1cc(C2OCCO2)cs1
→ -0.4%	-14.4%	10.9	7.2%	·	·	·	·	i
- C[C@@H]1CN([C@H](C)CO)C(=O)CCCn2cc(nn2)CO[C@H]1CN(C)S(=O)(=O)c1ccc(Oc2ccccc2)cc1
→ 0.6%	-19.0%	5.9	-0.5%	7.3%	·	·	·	i
- O=C(Nc1ccncc1)c1cc2ccccc2o1
→ 3.4%	-6.9%	-4.2	-6.7%	19.2%	-13.8%	-4.2%	-11.8%	i
- COc1cccc(COC(=O)CSCC(=O)Nc2cccc(C)c2)c1OC
→ -0.7%	0.0%	15.4	3.4%	-0.2%	1.4%	-0.3%	1.2%	i
- O=C1NCCCC1C(=O)N1CCN(C(c2ccccc2)c2ccccc2)CC1 (stereo unspecified)
→ 0.0%	6.9%	-8.3	0.3%	4.4%	?	-2.9%	8.6%	i
- Cc1c(-c2ccc(Cl)cc2)oc(=O)c2c(N)n(-c3ccccc3)nc12
→ 1.9%	0.3%	0.0	-11.2%	-15.4%	?	?	-15.6%	?
- c1ccc(CCNc2nc3ccccc3n3nnnc23)cc1
→ 3.5%	5.5%	-6.5	27.1%	15.4%	-14.5%	2.6%	-0.5%	i
- CCN1/C(=C/c2ccc3cc(C)ccc3[n+]2CC)Sc2cc(C)ccc21
→ -3.0%	-77.2%	-106.7*	120.3%[activator]	?	4.61µM*	?	?	·
- CCCn1c(CCC(=O)O)ccc1-c1ccc(F)cc1
→ -0.6%	-1.9%	5.9	2.2%	5.3%	-12.3%	-5.7%	-7.2%	i
- Cc1ccccc1NC(=O)C1CCN(C(=O)c2ccc(F)cc2)CC1
→ 0.0%	2.8%	·	-4.8%	-10.3%	4.3%	·	-1.6%	?
- COc1ccc(C2Nc3cccc4cccc(c34)N2)cc1
→ 20.3%	-7.2%	28.7	2.3%	7.1%	16.8%	-8.5%	-4.7%	i
- Cc1cc(Cl)ccc1C(=O)C1CCCN(C(=O)/C=C/c2cnn(C)c2)C1 (stereo unspecified)
→ 0.4%	-4.7%	1.2	2.0%	·	-15.9%	0.7%	2.3%	·
- O=C(Nc1ccc(Cl)cn1)Nc1ccccc1Cl
→ 10.2%	6.0%	27.9	2.3%	26.6%	-9.2%	?	1.3%	i
- CCC(C)NC(=O)[C@@H]1CSC2c3ccccc3C(=O)N21 (stereo partly specified)
→ -0.6%	6.2%	17.1	24.2%	-11.4%	3.3%	-3.0%	7.0%	i

Whole records, quoted from the list. Order of values: Nrf2 activator, HepG2 tox, IL1B secr inh, TGFb SMAD3 inh, ATXN2 expr inh, Nrf2 inh, MCF10A rerep, A549 tox, S2 tox
Record of Cc1ccccc1NC(=O)C1CCN(C(=O)c2ccc(F)cc2)CC1 → 0.0%, 2.8%, ·, -4.8%, -10.3%, 4.3%, ·, -1.6%, ?
Record of CCN1/C(=C/c2ccc3cc(C)ccc3[n+]2CC)Sc2cc(C)ccc21 → -3.0%, -77.2%, -106.7*, 120.3%[activator], ?, 4.61µM*, ?, ?, ·

Bioassay records from PubChem BioAssay.
